Screening data: PubChem, National Center for Advancing Translational Sciences (NCATS)
FEN1 inhibitor = human FEN1 inhibition; Potency, µM (doses to about 114 µM), without a hit: top-dose activity change, negative = inhibition, hits mostly inhibitors; Recombinant FEN1 flap cleavage, fluorescence, 15 min; actives 0.35% (n = 390,000); AID 588795; note: nearly all actives have a fitted effect of over 65% in size
Target sequence (P39748 whole entry, looked up): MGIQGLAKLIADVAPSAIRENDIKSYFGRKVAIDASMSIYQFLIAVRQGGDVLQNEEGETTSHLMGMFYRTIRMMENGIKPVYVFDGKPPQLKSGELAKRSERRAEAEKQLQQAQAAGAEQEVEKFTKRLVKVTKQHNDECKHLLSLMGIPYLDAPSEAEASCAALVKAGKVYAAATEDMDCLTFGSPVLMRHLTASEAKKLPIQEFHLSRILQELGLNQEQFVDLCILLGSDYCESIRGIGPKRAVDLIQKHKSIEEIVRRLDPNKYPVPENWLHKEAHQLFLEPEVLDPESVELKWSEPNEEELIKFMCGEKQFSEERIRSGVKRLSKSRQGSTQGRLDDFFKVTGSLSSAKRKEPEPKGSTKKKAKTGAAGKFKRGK
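Nuclease activity of 10 nM FEN1 was measured after 15 min of room-temperature exposure to titrated compounds, by adding 50 nM flap substrate and reading plates at 0 and 15 min.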
N370S GC = N370S glucocerebrosidase modulation, Gaucher chaperone candidate. P04062. N370S GC spleen homogenate, 4MU-glucoside fluorescence. Potency, µM (series often up to 59.4 µM), without a hit: at the highest dose activity change, negative = inhibition, hits mostly inhibitors. actives 0.092% (n = 330,000);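 note: 0% = full enzyme activity and -100% = no enzyme basal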
DT40 TDP1 CPT = growth inhibition of DT40 Tdp1-/-;hTDP1 cells with camptothecin (screen for TDP1 inhibitors); chicken DT40 Tdp1-/-;hTDP1 cells + 20 nM CPT, ATP luminescence, 48 h; Potency, µM (doses to about 46.2 µM), for the others: at the top dose activity change, negative = growth inhibition, usual class: inhibitors; actives 12% (n = 420,000); note: nearly all actives have a fitted effect of over 55% in size
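Chicken DT40 Tdp1-/- cells complemented with human TDP1, 400 cells/well, exposed to compounds plus 20 nM camptothecin for at least 48 h at 37 C; viability read as ATP content by CellTiter-Glo luminescence.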
Active calls of the source: *; ? = inconclusive; · = no result given; & = joins results of further samples. Calls come from the whole dose curve; as a rule, active = well fitted curve in the direction sought with a large enough effect; inconclusive = small, poorly fitted or top-dose-only effect, or another doubt; inactive = no such curve, though single readings can be large; an effect the other way counts as inactive or inconclusive. Unless noted, % is set by controls: 0 for no effect and ±100 for the full control effect; potency is the fitted concentration of half-maximal effect.

SMILES	FEN1 inhibitor	N370S GC	DT40 TDP1 CPT
O=C1C2C3c4ccccc4C(c4ccccc43)C2C(=O)N1c1cccc2cccnc12 (stereo not drawn)	-19%	·	-14%
COC(=O)c1nn(-c2ccc(C)cc2)c2nnc(Cc3ccccc3)c(=O)n12	4%	24%	-4%
O=C(O)CNc1nc(-c2ccccc2)c2cc([N+](=O)[O-])ccc2n1	-2%	-17%	?
CN1CCN(C(=O)c2ccc3c(c2)NC(=O)C(N2CCOCC2)S3)CC1 (stereo not drawn)	-3%	-12%	-3%
Nc1[nH]nc2nc3ccccc3cc12	-10%	9%	12%
O=S(=O)(c1cc(F)ccc1F)N1CCC2(CC1)OCCN2S(=O)(=O)c1ccccc1	0%	1%	-12%
CC(Sc1nnc(-c2ccco2)n1C)C(=O)NC1CCCC1 (stereo not drawn)	19%	·	-1%
Cc1ccc(OCC(=O)Nc2nc(-c3ccccn3)cs2)c(C)c1	-12%	-3%	?
CC(C)(C)OC(=O)N1CCc2nc(N3CCN(c4ncccn4)CC3)ncc2C1	-6%	·	-11%
OCC[C@H]1C[C@H](O)[C@@H](O)[C@]2(CCCCO2)O1	-4%	·	0%
CC1CCN(c2oc(-c3ccc(F)cc3)nc2C#N)CC1	-16%	-3%	2%
Cc1cccc(N2CCN(C(=O)COc3cc4oc(=O)cc(C)c4cc3Cl)CC2)c1C	-11%	-2%	-25%
COc1ccc(CCNC(=O)c2cc3c(s2)-c2c(C)cccc2OC3)c(OC)c1	-8%	·	?
COc1cc(OC)cc(C(=O)Nc2ccccc2C(=O)NC2CC2)c1	4%	·	?
O=C1CN(c2ccc(Cl)cc2)C2(CCCCC2)S1	3%	-1%	29µM*
Cc1ccccc1N1CC(C(=O)N2CCc3ccccc32)CC1=O (stereo not drawn)	0%	-12%	1%
Cc1noc(C)c1CSc1nnc(-c2ccccc2F)n1CCc1ccccc1	5%	-4%	18µM*
NC(CC(=O)O)c1ccc(Br)cc1 (stereo not drawn)	-3%	3%	7%
Cc1ccc(C)c(N(C)C(=O)c2coc(=O)c3ccccc23)c1	4%	7%	?
O=C(NCc1ccc(F)cc1)c1ccc2c(c1)nnn2C1CCCC1	6%	·	?
Cc1cccc(C)c1NC(=S)N(C)CCc1ccccn1	6%	3%	0%
Cc1cccc(-c2noc(-c3ccc(F)cc3)n2)c1	-2%	3%	11%
COc1ccccc1N1CCN(S(=O)(=O)CCNC(=O)c2ccccc2Br)CC1	-6%	-12%	-26%
c1ccc(Cn2nnnc2-c2ccco2)cc1	-1%	0%	-15%
C/C(CC(=O)Nc1ccc2c(c1)OCCO2)=N\NC(=O)Cc1ccccc1	-11%	-1%	13%
CCc1nc(SCC(=O)Nc2ccc([N+](=O)[O-])cc2)n[nH]1	16%	-4%	-9%
C=C(C)Cc1c(C)c(C#N)c2[nH]c3ccccc3n2c1=O	-8%	?	3%
O=C(C1CCCN(S(=O)(=O)c2ccc(Br)s2)C1)N1CCCCCC1 (stereo not drawn)	-1%	6%	21µM*
COc1ccc(OC)c2c(C)cc(N3CCCCCC3)nc12	-8%	27%	?
CCCn1c(CCNC(=O)c2cccs2)nc2ccccc21	-3%	4%	0%
Cc1ccc(NC(=O)c2cc(S(=O)(=O)NCCC3=CCCCC3)ccc2F)cc1F	-11%&-21%	0%	?
O=C(/C=C\Nc1ccc(S(=O)(=O)Nc2ncccn2)cc1)c1cccc2ccccc12	11%	-8%	0%
C=CCn1c(CNC(=O)c2cccs2)nnc1SCC(=O)c1ccc(Br)cc1	-21%	2%	?
Cc1cc(C(=O)CSc2ncccn2)c(C)n1Cc1ccco1	15%	?	-1%
Cc1occc1-c1nnc(SCC(=O)Nc2nc(-c3ccccc3)cs2)o1	6%	2%	-28%
COc1cccc(C(=O)Nc2ccccc2N2CCN(C(=O)c3ccccc3)CC2)c1	3%	·	?
COc1cc(C(=O)Nn2c(C)nc3ccccc3c2=O)cc(OC)c1OC	2%	-3%	-3%
O=C(CS(=O)CC(=O)N(c1cccc(F)c1)C(C(=O)NC1CCCCC1)c1ccco1)Nc1ccc(F)cc1 (stereo not drawn)	5%	5%	15%
CCCc1[nH]nc2c1C(c1ccc(O)c(OC)c1)C(C#N)=C(N)O2 (stereo not drawn)	-11%	-1%	-16%
O=C(COn1nnc2ccc(Cl)cc21)NC1CCS(=O)(=O)C1 (stereo not drawn)	-5%	-12%	12%
O=C(NCc1ccccn1)c1cccc(NS(=O)(=O)c2cccc(F)c2)c1	0%	-7%	1.6µM*
CCOc1ccc(S(=O)(=O)NCCC(=O)N2CC(C)CC(C)C2)cc1 (stereo not drawn)	7%	-6%	6%
CCOC(=O)c1ccc(COc2nc3ccccc3nc2-c2ccccc2NC(C)=O)o1	6%	-3%	-15%
CCOc1cc(CN2CCN(CCc3ccccc3)C(CCO)C2)ccc1OC (stereo not drawn)	0%	2%	?
Cc1cccc(C2=N/C(=C\c3cccnc3)C(=O)O2)c1	9%	-20%	-21%
COCCNC(=O)C(c1ccccc1C)N(CCOC)C(=O)Cn1nnc2ccccc21 (stereo not drawn)	5%	-1%	1%
O=C(CSc1n[nH]c(-c2ccncc2)n1)Nc1ccccc1C(F)(F)F	-2%	0%	18µM*
COc1ccc(S(=O)(=O)Nc2cc(C(=O)NCCCOC(C)C)ccc2N2CCOCC2)cc1	-8%	15%	-10%
COc1cccc(NC(=O)CSc2nc3ccccc3nc2N2CCCC2)c1	-17%	?	?
CCOc1cc(NC(=S)NCCCN2CCOCC2)c(OCC)cc1NC(=O)C(C)C	7%	11%	1%
(list continues)
SMILES	FEN1 inhibitor	N370S GC	DT40 TDP1 CPT
Cc1ccc(CNC(=O)CCC2CCCN(Cc3cccc4ncccc34)C2)o1 (stereo not drawn)	2%	?	?
Cc1cccc(C)c1OCCNC(=O)C(=O)NCc1ccco1	15%	6%	1.8µM*
Cc1ccc(-n2nnnc2SCC(=O)Nc2sccc2C#N)cc1	4%	2%	-16%
CCN1C(=O)c2ccccc2S(=O)c2ccc(C(=O)NCCCN3CCCC3=O)cc21 (stereo not drawn)	1%	2%	-29%
CSc1nc(C)nc(N/C=C(\C#N)S(=O)(=O)c2ccccc2Cl)n1	6%	-14%	-1%
O=C(C[n+]1ccccc1)Nc1c(Cl)cc(Cl)cc1Cl	-12%	17%	-2%
Cc1cccc(NC(=O)Nc2nnc(N3CCCCC3C)s2)c1C (stereo not drawn)	-5%	-4%	6%
Cc1ccc(-c2nn(-c3cccc(F)c3)cc2CN(Cc2nccn2C)C(C)C)o1	-15%	-3%	?
CCCCOc1ccc(/C(O)=C2/C(=O)C(=O)N(Cc3cccnc3)C2c2ccncc2)c(C)c1 (stereo not drawn)	-3%	-9%	11%
CC1(C)CC(=O)C=C(NC2CCCC(O)C2)C1 (stereo not drawn)	19%	-8%	-3%
Cc1cc(C)c2c(n1)sc1c(-c3ccccc3)c(C#N)c(N)nc12	5%	15%	?
NC(=O)c1nnn(-c2cccc(C(F)(F)F)c2)c1-c1ccccc1	7%	0%	-4%
OC(CSc1ccccc1)CN1CCN(c2cccc(Cl)c2)CC1 (stereo not drawn)	-15%	·	?
COc1ccc(OCC(=O)Nc2cc(OC)cc(OC)c2)cc1	0%	3%	-25%
Cc1ccc(CNC(=O)Nc2cc(C(=O)NCc3cccc(F)c3)ccc2N2CCCC2)cc1	4%	·	?
O=C1c2ccccc2C(=O)N1c1ccc(O)cc1	-13%	·	-2%
NC(=O)COc1ccc(C23CC4CC(CC(C4)C2)C3)cc1	-11%	5%	-21%
COc1cccc(C=O)c1OCCCOc1cccc2cccnc12	12%	5%	?
Cc1ccc(C(=O)OCC(=O)NCc2ccc3c(c2)OCO3)o1	-1%	·	-2%
Cc1cnc(NC(=O)Nc2ccccc2)c(C)n1	-8%	-2%	0%
O=C(COC(=O)C1CC1)Nc1nc(-c2ccc(F)c(F)c2)cs1	-6%	1%	21µM*
COc1cc(C(=O)N/N=C/c2coc3ccccc3c2=O)cc(OC)c1OC	-7%	-6%	-16%
CC(=O)N1CCc2cc(S(=O)(=O)NC(CC(C)C)C(=O)NCCc3cccc(C)c3)ccc21 (stereo not drawn)	-1%	·	2%
Cc1ccc(S(=O)(=O)NCCC(=O)NC2CCC(C)CC2)cc1 (stereo not drawn)	16%	·	-5%
COc1cccc(OCC(=O)NC2CC(=O)N(c3cccc(OC)c3)C2)c1 (stereo not drawn)	-6%	·	-10%
CC(C)P(=O)(Cc1cccc(C#N)c1)C(C)C	-10%	7%	0%
Cc1ccc(N=Nc2c(N)n[nH]c2N)cc1	15%	1%	2%
COc1cc(-c2nnc3sc(-c4ccco4)nn23)cc(OC)c1OC	3%	3%	-13%
CN(C)S(=O)(=O)N(CC(=O)NCc1ccccc1)c1ccccc1	-9%	5%	-9%
Cc1nc(-n2nc(C)c(Cc3ccccc3Cl)c2C)sc1C(=O)N1CCCCC1C (stereo not drawn)	20%	·	?
C=CCC1CCCCC12NC(=O)NC2=O (stereo not drawn)	5%	6%	4%
CC(Cc1ccccc1)NC(=S)CN1CCCC1=S (stereo not drawn)	3%	6%	-18%
Nc1nc(SCC(=O)Nc2ccccc2)nc2nc3c(cc12)CCCC3	2%	-16%	-22%
COc1cc(-c2noc(-c3ccc(N4CCN(C)CC4)c([N+](=O)[O-])c3)n2)cc(OC)c1OC	-3%	·	3.3µM*
Cc1cccc(C(=O)NNC(=O)c2ccc(-c3ccccc3)cc2)c1	-2%	5%	?
c1ccc2c(c1)nc(NC1CCCCC1)c1nncn12	-19%	6%	-24%
CCC(CC)c1nn2cc(-c3ccccc3)nc2s1	-13%	·	-21%
O=C(Cc1ccc(NC(=O)C2CCCN(C(=O)C3CCCC3)C2)cc1)Nc1ccc(C(=O)N2CCOCC2)cc1 (stereo not drawn)	-9%	·	?
Cc1cc(C)c(C)c(S(=O)(=O)NCc2ccc(C(=O)N3CCOCC3)cc2)c1C	15%	-20%	2%
CCOc1ccc2nc(N(CCN(CC)CC)C(=O)c3ccc([N+](=O)[O-])cc3)sc2c1	-11%	7%	5%
CCN(CCCNC(=O)c1cc2cc3cc(OC)ccc3nc2s1)c1cccc(C)c1	10%	·	-26%
Cc1ccc(S(=O)(=O)N2CCOCC2)cc1NC(=O)C(c1ccc(Cl)cc1)C(C)C (stereo not drawn)	-11%	-8%	?
Cc1ccc(C(=O)Nc2ccc(S(=O)(=O)N3CCOCC3)cc2)cc1C	4%	-17%	?
O=C(CNc1ccc2c(c1)OCO2)N/N=C\c1ccccc1Cl	-27%	4%	2%
CCC[C@@H]1CCCO[C@@](C(=O)NCCN2CCOCC2)(C(F)(F)F)C1	17%&-5%	-13%	-6%

Part of the list above, with values under each structure.
Every second line gives: FEN1 inhibitor	N370S GC	DT40 TDP1 CPT
> Cc1ccc(S(=O)(=O)NCCC(=O)NC2CCC(C)CC2)cc1 (stereo not drawn)
    16%	·	-5%
> COc1cccc(OCC(=O)NC2CC(=O)N(c3cccc(OC)c3)C2)c1 (stereo not drawn)
    -6%	·	-10%
> CC(C)P(=O)(Cc1cccc(C#N)c1)C(C)C
    -10%	7%	0%
> Cc1ccc(N=Nc2c(N)n[nH]c2N)cc1
    15%	1%	2%
> COc1cc(-c2nnc3sc(-c4ccco4)nn23)cc(OC)c1OC
    3%	3%	-13%
> CN(C)S(=O)(=O)N(CC(=O)NCc1ccccc1)c1ccccc1
    -9%	5%	-9%
> Cc1nc(-n2nc(C)c(Cc3ccccc3Cl)c2C)sc1C(=O)N1CCCCC1C (stereo not drawn)
    20%	·	?
> C=CCC1CCCCC12NC(=O)NC2=O (stereo not drawn)
    5%	6%	4%
> CC(Cc1ccccc1)NC(=S)CN1CCCC1=S (stereo not drawn)
    3%	6%	-18%
> Nc1nc(SCC(=O)Nc2ccccc2)nc2nc3c(cc12)CCCC3
    2%	-16%	-22%
> COc1cc(-c2noc(-c3ccc(N4CCN(C)CC4)c([N+](=O)[O-])c3)n2)cc(OC)c1OC
    -3%	·	3.3µM*
> Cc1cccc(C(=O)NNC(=O)c2ccc(-c3ccccc3)cc2)c1
    -2%	5%	?
> c1ccc2c(c1)nc(NC1CCCCC1)c1nncn12
    -19%	6%	-24%
> CCC(CC)c1nn2cc(-c3ccccc3)nc2s1
    -13%	·	-21%
> O=C(Cc1ccc(NC(=O)C2CCCN(C(=O)C3CCCC3)C2)cc1)Nc1ccc(C(=O)N2CCOCC2)cc1 (stereo not drawn)
    -9%	·	?
> Cc1cc(C)c(C)c(S(=O)(=O)NCc2ccc(C(=O)N3CCOCC3)cc2)c1C
    15%	-20%	2%
> CCOc1ccc2nc(N(CCN(CC)CC)C(=O)c3ccc([N+](=O)[O-])cc3)sc2c1
    -11%	7%	5%
> CCN(CCCNC(=O)c1cc2cc3cc(OC)ccc3nc2s1)c1cccc(C)c1
    10%	·	-26%
> Cc1ccc(S(=O)(=O)N2CCOCC2)cc1NC(=O)C(c1ccc(Cl)cc1)C(C)C (stereo not drawn)
    -11%	-8%	?

Some of the compounds tested; rates above refer to the full screens.
